T cell HTS = modulates CD8 T cell binding to vesicles; calls only at 7 µM; 330,000 compounds, 0.068% hits; 2C CD8+ T cell-vesicle binding, flow cytometry; stronger effect = lower value;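 active = response, share of CD8 T cells binding vesicles, and their 90th percentile fluorescence all below set limits, cut at about 80% in these data, passing the limit was not always enough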
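System: murine 2C transgenic CD8+ T lymphocytes; also added: QL9-loaded Drosophila micro-vesicles; times: binding 1.5 h at 37 °C; measured by: flow cytometry, PE anti-B7-1 (FL2) versus Alexa647 anti-CD8 (FL8), PFA-fixed; control set: Peptide-free naked vesicles (low) and QL9 vesicles with 0.7% DMSO vehicle (high)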
Lipid droplet = modulators of hepatic lipid droplet formation | 240,000 compounds, 0.4% hits | AML12 mouse hepatocytes, oleate lipid droplets, BODIPY imaging | inhibition, % at 6.5 µM;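 active = lipid droplet intensity inhibited by at least 50%, with more than 500 cells counted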
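Material – AML12 mouse liver cells · Also added – oleate loading, 100 µM · Compound dosing – 6.5 µM single-point dosing · Times – overnight treatment with compound plus oleate · Measured by – fluorescence imaging, 20x objective, two fields per well · Read-out – percent inhibition of filter-corrected integrated lipid droplet intensity per well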
Lipid droplet cells 6.5 µM = further read-out of Lipid droplet, marked with its call; cell count; measured here: cell count, cytotoxicity flag;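 cells counted across two imaged fields per well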
T cell HTS vesicle-bound % = further read-out of T cell HTS, marked with its call; double positive events, %; measured here: CD8+ vesicle-bound cell fraction;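 binding gate set so that unloaded-vesicle control wells show 10% double positive cells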
* = called active by the depositor; i = inactive.

structure	T cell HTS	T cell HTS vesicle-bound %	Lipid droplet	Lipid droplet cells 6.5 µM
COCCN(C(=O)CNC(=O)c1ccco1)C(C(=O)NC1CCCC1)c1ccc(F)cc1 (stereo unspecified)	i	24.9	-9.1	821
CCCc1nc(-c2ccccc2)c(-c2ccc(OC)c(OC)c2)c(=O)[nH]1	i	36.5	-2.4	797
O=C(COc1ccc(Cl)cc1)N/N=C/c1cccc2cccnc12	i	19.7	-18.0	689
CCCc1c(C)nc(N2CCN(c3ccccc3OC)CC2)[nH]c1=O	i	55.5	-14.3	810
CC1CN(C(=O)c2cccc(Oc3ccccc3)c2)CC(C)O1 (stereo unspecified)	i	13.4	-9.6	849
O=C(CCC(=O)N1CCOc2ccccc21)NCc1ccccn1	i	18.4	0.6	764
O=C(Nc1cccc([N+](=O)[O-])c1)Nn1cnnc1	i	11.8	-20.1	613
Cc1ccc(S(=O)(=O)c2cc3c(=O)n4ccccc4nc3n(CCc3ccccc3)c2=N)cc1	i	20.4	16.5	870
CC1CCCN(C(=O)CNS(=O)(=O)c2cccs2)C1 (stereo unspecified)	i	31.2	-1.4	706
Oc1ccc(/C=N/Nc2ccnc3cc(Cl)ccc23)c(O)c1O	i	30.0	-1.1	764
COc1cccc2cc(C(=O)NC3CC4CCC3C4)oc12 (stereo unspecified)	i	61.8	4.9	819
COc1cc2c(cc1OC)CN(CC(O)c1ccccc1)CC2 (stereo unspecified)	i	23.9	13.2	828
COc1ccc(CCNC(=O)C/C(C)=N/NC(=O)c2cnccn2)cc1	i	28.6	-52.5	732
O=C1c2ccccc2CN2C(=O)c3ccccc3CN12	i	31.9	0.0	822
Cc1ccc(O)c(NC(=O)c2onc(C)c2Cl)c1	i	14.4	-2.6	822
CC(C)CCNC(=O)c1c[nH]c2ccc(S(=O)(=O)N3CCOCC3)cc2c1=O	i	8.5	-11.4	724
O=C(CSc1nccc(=O)[nH]1)Nc1ccc(Oc2ccccc2)cc1	i	21.3	5.8	799
CCn1cc(CCC(=O)NCCc2ccccc2)c2ccccc21	i	54.1	-17.5	807
CCCc1nnc(NC(=O)CCC(=O)NC2CCCCC2)s1	i	4.5	-1.4	789
O=C(NC1CCN(C(=S)Nc2ccccc2Cl)CC1)C1CCCCC1	i	17.9	9.2	866
CCC1CCCCN1CCCNC(=O)c1ccc2c(c1)c(C)c(C)n2CC (stereo unspecified)	i	47.5	-2.5	718
COc1cc2ccccc2cc1C(=O)N(CCN(C)C)c1nc2ccc(Br)cc2s1	i	30.2	-2.4	727
COc1cccc(CNC(=O)CCNC(=O)c2ccccc2OC)c1	i	8.9	-1.4	822
CCN(Cc1ccccc1)C(=O)Cn1c(=O)n(CC(=O)N2CCCCC2)c(=O)c2sccc21	i	55.3	3.7	692

Looked up one by one from above:
structure	T cell HTS	T cell HTS vesicle-bound %	Lipid droplet	Lipid droplet cells 6.5 µM
O=C(NC1CCN(C(=S)Nc2ccccc2Cl)CC1)C1CCCCC1	i	17.9	9.2	866
COc1cc2ccccc2cc1C(=O)N(CCN(C)C)c1nc2ccc(Br)cc2s1	i	30.2	-2.4	727

Reformatted with two lines to a compound: entries from further up.
Results follow in this order: T cell HTS, T cell HTS vesicle-bound %, Lipid droplet, Lipid droplet cells 6.5 µM
> Oc1ccc(/C=N/Nc2ccnc3cc(Cl)ccc23)c(O)c1O
  i, 30.0, -1.1, 764
> COc1cccc2cc(C(=O)NC3CC4CCC3C4)oc12 (stereo unspecified)
  i, 61.8, 4.9, 819
> COc1cc2c(cc1OC)CN(CC(O)c1ccccc1)CC2 (stereo unspecified)
  i, 23.9, 13.2, 828
> COc1ccc(CCNC(=O)C/C(C)=N/NC(=O)c2cnccn2)cc1
  i, 28.6, -52.5, 732
> O=C1c2ccccc2CN2C(=O)c3ccccc3CN12
  i, 31.9, 0.0, 822
> Cc1ccc(O)c(NC(=O)c2onc(C)c2Cl)c1
  i, 14.4, -2.6, 822
> CC(C)CCNC(=O)c1c[nH]c2ccc(S(=O)(=O)N3CCOCC3)cc2c1=O
  i, 8.5, -11.4, 724
> O=C(CSc1nccc(=O)[nH]1)Nc1ccc(Oc2ccccc2)cc1
  i, 21.3, 5.8, 799
> CCn1cc(CCC(=O)NCCc2ccccc2)c2ccccc21
  i, 54.1, -17.5, 807
> CCCc1nnc(NC(=O)CCC(=O)NC2CCCCC2)s1
  i, 4.5, -1.4, 789
> O=C(NC1CCN(C(=S)Nc2ccccc2Cl)CC1)C1CCCCC1
  i, 17.9, 9.2, 866
> CCC1CCCCN1CCCNC(=O)c1ccc2c(c1)c(C)c(C)n2CC (stereo unspecified)
  i, 47.5, -2.5, 718
> COc1cc2ccccc2cc1C(=O)N(CCN(C)C)c1nc2ccc(Br)cc2s1
  i, 30.2, -2.4, 727
> COc1cccc(CNC(=O)CCNC(=O)c2ccccc2OC)c1
  i, 8.9, -1.4, 822
> CCN(Cc1ccccc1)C(=O)Cn1c(=O)n(CC(=O)N2CCCCC2)c(=O)c2sccc21
  i, 55.3, 3.7, 692

Remaining list, next part:
structure	T cell HTS	T cell HTS vesicle-bound %	Lipid droplet	Lipid droplet cells 6.5 µM
COCCNC(=O)COCc1cc(-c2ccc3c(c2)OCO3)on1	i	25.9	7.5	707
CN1C(=O)CSC1=Nc1ccc(Br)cc1	i	24.1	4.7	809
CN1CCCC(OC(=O)c2ccc(C#N)cc2)C1 (stereo unspecified)	i	12.3	-0.9	793
O=C(Nc1ccccc1)Nc1n[nH]c2nnc(-c3ccccc3)c(-c3ccccc3)c12	i	29.2	-14.9	758
CC(=O)N(CCN(C)C)c1nc2cc3c(cc2s1)OCCO3	i	31.3	-6.8	682
CCc1ccccc1S(=O)(=O)c1c(C)cc(C)nc1Cl	i	47.6	2.7	793
Cc1ccc(S(=O)(=O)NC2CC(C)(C)NC(C)(C)C2)c(C)c1C	i	42.7	-3.0	761
O=C(CN1CCOCC1)NCCc1ccccc1	i	56.0	-2.4	823
O=C(O)c1cc(S(=O)(=O)O)cc(Nc2c3ccccc3nc3ccccc23)c1O	i	10.9	19.4	844
COc1cc(NC(=O)CSc2nc3ncnc(N)c3[nH]2)c(C(=O)O)cc1OC	i	35.8	-26.2	736
N/C(=N\OC(=O)CC1CCCCC1)c1cccc(Br)c1	i	6.8	14.3	859
COc1ccccc1C(=O)NNC(=O)c1ccc2ccccc2c1	i	45.6	-5.0	783
COc1ccc(S(=O)(=O)Nc2c(NC3CCCCC3)c3ccccc3oc2=O)cc1Cl	i	45.4	14.2	720
CCOC(=O)N1CCN(C(=O)CNS(=O)(=O)c2c(C)cc(C)cc2C)CC1	i	21.1	-2.2	793
O=C(N/N=C/C(Br)=C/c1ccccc1)c1ccccc1[N+](=O)[O-]	i	59.2	-1.1	800
CC(CCc1ccccc1)NC(=O)c1ccccc1C(=O)O (stereo unspecified)	i	31.2	3.3	845
CNC(=O)CC1C(=O)N(c2ccc(F)cc2)C(=S)N1NC(=O)c1ccc(Cl)cc1 (stereo unspecified)	i	29.3	12.9	734
CC1CC2(CCCC2)N(C(=O)N(C)C)c2ccc(F)cc21 (stereo unspecified)	i	54.6	18.9	840
O=C(CC(C(=O)O)c1cccc(Br)c1)c1ccc(Cl)cc1 (stereo unspecified)	i	57.3	7.0	856
O=C(COc1ccc(Cl)cc1)Nc1ccccc1Cl	i	61.5	1.8	851
C=CCn1nnnc1SCC(=O)Nc1ccc(OC)cc1	i	25.5	5.7	707
COc1ccc(C(=O)NCc2nnc(SCC(=O)Nc3cccc(OC)c3)o2)cc1	i	5.6	16.8	746
COc1cc(-c2nc3n(c(=O)c2C#N)CCS3)cc(OC)c1OC	i	62.4	0.0	817
CC1=Nc2cc(C(=O)N3CCCC3)ccc2Sc2ccc(C)cc21	i	10.0	5.0	725
O=C(COc1ccccc1Br)NC1CC1	i	11.7	-1.5	688
Cc1ccccc1-n1nc2c(c1NC(=O)CCCl)CSC2	i	20.1	-8.2	838
N#CCn1c(CN2CCCC2)nc2ccccc2c1=O	i	39.5	-4.5	751
CCCCCC(=O)Nc1ccc(S(=O)(=O)Nc2cc(OC)nc(OC)n2)cc1	i	35.0	-1.8	843
COC(=O)C1(C)NC(c2ccc(Cl)cc2)C2C(=O)N(c3ccccc3)C(=O)C21 (stereo unspecified)	i	36.9	1.6	866
COc1ccc(N(CC(=O)NN=C2CCN(C)CC2)S(=O)(=O)c2ccccc2)c(OC)c1	i	14.3	-4.3	802
O=C(Nc1ccc(S(=O)(=O)Nc2ccccc2)cc1)C1CC1	i	9.0	9.7	730
CCN(Cc1ccccc1)S(=O)(=O)c1ccc(C(=O)Nc2nnc(C)o2)cc1	i	59.2	9.7	908
CSc1cccc(CN2CCC(CCC(=O)NC3CC3)CC2)c1	i	56.6	9.1	829
CCCCN(C)CCCNC(=O)c1cn(CC)c2ccc(S(=O)(=O)N3CCOCC3)cc2c1=O	i	32.4	-11.6	721
Cn1c(C(=O)N2CCN(c3ccc(F)cc3)CC2)cc2ccccc21	i	59.1	4.3	760
CCN1CCN(C(=O)c2c(-c3ccccc3)noc2C)CC1	i	37.7	-9.0	803
Cc1cc(S(=O)(=O)NCc2ccccc2)ccc1OCC(=O)NCc1ccncc1	i	16.4	-6.7	733
O=P(c1ccccc1)(c1ccccc1)C(O)c1ccc(Br)cc1 (stereo unspecified)	i	66.0	-17.8	848
CC(=O)c1ccc(N2CCN(C(=O)C(=O)c3c(C)[nH]c4ccccc34)CC2)cc1	i	71.8	6.5	851
Cn1c(SCCN2CCCC2)nnc1C1CCN(S(=O)(=O)c2ccc(F)cc2)CC1	i	28.3	-40.8	771
O=C1c2ccccc2C(=O)N1C1CCCCC1	i	64.8	-2.7	823
COc1ccc(/C=C(/NC(=O)c2ccccc2)C(=O)N2CCCC2)cc1	i	19.7	-2.1	813
COc1cccc2cc(C(=O)Nc3ccccc3Cl)/c(=N/NS(=O)(=O)c3ccccc3)oc12	i	17.1	0.0	711
COc1ccc(CN2C3CCC2CC(NC(=O)c2cc(OC)c(OC)c(OC)c2)C3)cc1 (stereo unspecified)	i	21.2	1.9	818
C=CCNC(=O)N1c2ccccc2Sc2ccccc21	i	59.2	-25.1	763
CC(=O)c1ccc(N/C=C/C(=O)c2ccc(Br)cc2)cc1	i	53.7	0.7	843
O=C(Nc1ccc(F)cc1F)C1CCCN(c2ncnc3c2nc2n3CCCCC2)C1 (stereo unspecified)	i	16.5	-9.6	689
COc1ccc(C)cc1NC(=O)C1CCCN(S(=O)(=O)c2ccc(-n3cnnn3)cc2)C1 (stereo unspecified)	i	19.2	-8.7	796
C[C@H](NC(=O)N1CCn2c1nc1ccccc12)C(=O)N1CCCCC1	i	11.3	-4.0	710
CCC(=O)NCCc1nc2cc(NC(=O)Nc3ccccc3)ccc2n1C	i	33.5	9.9	844
CCc1ccc(-c2cc(C)no2)cc1S(=O)(=O)NCCc1ccccc1	i	28.0	-46.3	750
COc1ccc(C2/C(=C(/O)c3ccc(Br)cc3)C(=O)C(=O)N2C)cc1OC (stereo unspecified)	i	44.5	-2.5	781
CC(=O)N1c2ccc(S(=O)(=O)N(C)CC(=O)NC3CCCC3)cc2CC1C (stereo unspecified)	i	13.7	-7.4	716
COc1ccc(NC(=O)Cc2ccsc2)c(OC)c1	i	16.4	13.8	706
COc1ccc(CCN2CC(C(=O)NC3CCOCC3)CCC2=O)cc1 (stereo unspecified)	i	15.9	16.8	774
CCCOc1ccc(CNC(=O)c2ccc3c(c2)N(CC)CCS3)cc1	i	32.2	39.1	767
O=c1[nH]c(=S)[nH]c2c1CN(Cc1ccc(F)cc1)CC2	i	27.6	-1.6	727
COc1ccc(OC)c(/C=C2\Oc3cc(OCC(=O)N4CCC(C(=O)O)CC4)ccc3C2=O)c1	i	19.0	4.8	815
COc1ccc(NC(=O)c2cccc(N3C(=O)c4ccc(C(=O)Nc5ccc(OC)c(O)c5)cc4C3=O)c2)cc1O	i	28.3	-13.0	666
COc1ccc(-c2csc(Nc3cccc(C)n3)n2)cc1C	i	18.7	-17.6	637

High-throughput results as filed in PubChem BioAssay.

The list is partial. The share of hits here may be higher or lower than overall.
